KCNK9 inh: human KCNK9 channel inhibition; Q9NPC2; HEK293 KCNK9, FluxOR thallium flux fluorescence; stronger effect = lower value; B-score at 10 µM; hit rate 1.2% among 310,000; AID 488922;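 active = ratio B-score over 3 SD below the library mean, with starting fluorescence within 5 SD of its mean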;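 note: negative B-score means less thallium flux so channel inhibition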
Target sequence (Q9NPC2 whole entry, looked up): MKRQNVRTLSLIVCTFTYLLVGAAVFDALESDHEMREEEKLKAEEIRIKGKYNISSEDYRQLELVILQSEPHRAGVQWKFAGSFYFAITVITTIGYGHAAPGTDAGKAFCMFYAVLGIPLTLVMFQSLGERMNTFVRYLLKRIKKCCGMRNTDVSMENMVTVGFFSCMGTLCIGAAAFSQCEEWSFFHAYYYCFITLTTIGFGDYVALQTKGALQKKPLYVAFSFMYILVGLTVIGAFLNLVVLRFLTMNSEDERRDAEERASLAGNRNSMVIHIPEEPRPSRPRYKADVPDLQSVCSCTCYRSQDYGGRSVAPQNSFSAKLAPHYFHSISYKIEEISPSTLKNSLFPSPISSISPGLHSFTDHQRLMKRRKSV
hERG protect: hERG (human) protection from proarrhythmic block; Q12809; CHO-hERG, FluxOR thallium flux, dofetilide IC70 present; activation (rescue from dofetilide block), less the hit threshold, % at 10 µM; hit rate 0.51% among 310,000; AID 1511;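 active = activation above the mean of controls blocked by dofetilide plus 5 SD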;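 note: thallium influx through hERG after potassium depolarization seen as dye fluorescence rise; in these data hits start at about 4.7%; inactives centre near -7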
KCNQ1 inh: blocks the human KCNQ1 potassium channel. B-score at 10 µM. CHO-K1 KCNQ1, FluxOR thallium flux fluorescence; stronger effect = higher value. AID 2642. P51787. hit rate 1.3% among 310,000;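 active = compounds whose thallium flux B-score, printed positive for inhibition, exceeds three library SD while starting fluorescence stays within three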;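 note: channel opened by potassium depolarization with thallium stimulus after 20 min compound exposure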
KCNQ1 act: potentiators or activators of human KCNQ1 potassium channel; hit rate 0.35% among 310,000; CHO-K1 KCNQ1, thallium flux FluxOR fluorescence; stronger effect = higher value; B-score at 10 µM; AID 2648; P51787;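 active = fluorescence ratio B-score, a plate-corrected score, at least three library SD, with initial intensity B-score within 5 SD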
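assay system = KCNQ1-transfected CHO-K1 cells | medium = assay buffer with matched DMSO | probe or stimulus = depolarizing K+/Tl+ stimulus, K2SO4 and Tl2SO4 each 12.5 mM in 5x stock | dosing = single dose | incubation = dye 90 min, compound 20 min, room temperature | detection = kinetic FluxOR fluorescence, 10 s baseline plus 110 s post-stimulus | evaluation = ratio B score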
PolyA inh: yeast polyadenylation inhibition; S. cerevisiae SKY197-pL101 polyadenylation reporter, beta-gal luminescence; efflux-impaired pdr1/pdr3 knockout yeast; score 100 = 6 SD above DMSO; calls only at 12 µM; hit rate 0.02% among 300,000;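 active = lowest replicate activity score at least 50, where 100 means six control SD above control mean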;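 note: yeast exposed to compound for 9 h at 30 °C; higher score means more reporter readthrough which indicates perturbed polyadenylation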
DYRK1A inh: Dyrk1A (rat) kinase inhibition; Q63470; ADP-Glo luminescence, NFATc1 peptide; inhibition, % at 12.5 µM; hit rate 0.43% among 310,000; in the data active = inhibition above about 50%;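 note: plate controls were vehicle with enzyme for no effect and no enzyme for full effect; many of its hits are not listed in these tables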
KCNK3 inh: human KCNK3 channel inhibition, primary screen. hit rate 0.84% among 340,000. O14649. CHO-KCNK3 thallium flux, FluxOR fluorescence; stronger effect = lower value. B-score at 10 µM;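 active = B-score under library mean minus 4 SD, starting fluorescence ratio at most library mean plus 5 SD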;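 note: more negative B-score means stronger inhibition of thallium flux through KCNK3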
RGS4 pot: potentiators or activators of RGS4. AID 463111. HEK293 M3R/inducible RGS4, carbachol calcium flux Fluo4; stronger effect = lower value. hit rate 0.92% among 310,000. B-score at 10 µM;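 active = B-score of the integrated calcium signal more than 4 SD below the library mean, with starting fluorescence not abnormally high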;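 note: negative B-score means reduced calcium response which marks RGS4 activation or potentiation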
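System: HEK293 FlpIn-TREx cells, stable M3R, doxycycline-inducible RGS4. Timing: overnight RGS4 induction, 30 min dye load 37 °C, 20 min compound RT. Also added: carbachol, ECmax concentration. Measured by: Fluo4 fluorescence kinetic imaging of calcium. Evaluation: integrated calcium ratio converted to B score.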
GSK3B inh: blocks human GSK3beta kinase activity; GST-GSK3beta kinase, ADP-Glo luminescence, 60 min; stronger effect = lower value; P49841; hit rate 0.038% among 300,000; AID 2097; activity score (negative = inhibition), % at 10 µM;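 active = more than half of replicate wells score below -50%, meaning over 50% inhibition versus plate controls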;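 note: 0% = median DMSO wells and -100% = median GW8510 positive control wells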
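test system = GST-tagged human GSK3beta kinase, cell-free | reagent = 25 µM ATP with peptide substrate | dosing = one dose of 10 µM per compound | schedule = 60 min reaction, RT | detection = luminescent ADP-Glo measurement of ADP formed | control set = DMSO neutral wells and GW8510 at 20 µM as positive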
RGS4 block: inhibitors of human RGS4. HEK293 M3R/RGS4 inducible, Fluo-4 calcium flux; stronger effect = higher value; triggered by carbachol at its EC20. B-score at 10 µM. hit rate 0.45% among 310,000. AID 463165;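 active = B-score, a plate-corrected calcium signal, over three deviations above library mean, with baseline fluorescence within five deviations of library mean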;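 note: RGS4 expression induced by doxycycline in cells with stable M3 receptor; B-score is computed from the integrated fluorescence ratio over baseline after carbachol; higher B-score means a larger calcium signal and so more RGS4 inhibition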
Target sequence (P49798 whole entry, looked up): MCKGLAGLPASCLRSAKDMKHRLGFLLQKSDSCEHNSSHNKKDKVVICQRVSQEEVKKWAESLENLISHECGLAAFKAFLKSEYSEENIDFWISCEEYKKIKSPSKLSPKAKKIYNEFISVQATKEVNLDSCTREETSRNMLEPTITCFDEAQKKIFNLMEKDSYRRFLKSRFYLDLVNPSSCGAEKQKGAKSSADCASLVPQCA
GSK3 alpha inh: human GSK-3 alpha kinase inhibition. ADP-Glo luminescence, 60 min. inhibition, % at 10 µM. AID 2650. hit rate 0.1% among 320,000. P49840;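 in the data active = inhibition above about 50%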;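 note: GST-tagged GSK-3 alpha with peptide substrate and 25 µM ATP; 0% = DMSO neutral wells and 100% = GW8510 positive control wells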
Target sequence (P49840 whole entry, looked up): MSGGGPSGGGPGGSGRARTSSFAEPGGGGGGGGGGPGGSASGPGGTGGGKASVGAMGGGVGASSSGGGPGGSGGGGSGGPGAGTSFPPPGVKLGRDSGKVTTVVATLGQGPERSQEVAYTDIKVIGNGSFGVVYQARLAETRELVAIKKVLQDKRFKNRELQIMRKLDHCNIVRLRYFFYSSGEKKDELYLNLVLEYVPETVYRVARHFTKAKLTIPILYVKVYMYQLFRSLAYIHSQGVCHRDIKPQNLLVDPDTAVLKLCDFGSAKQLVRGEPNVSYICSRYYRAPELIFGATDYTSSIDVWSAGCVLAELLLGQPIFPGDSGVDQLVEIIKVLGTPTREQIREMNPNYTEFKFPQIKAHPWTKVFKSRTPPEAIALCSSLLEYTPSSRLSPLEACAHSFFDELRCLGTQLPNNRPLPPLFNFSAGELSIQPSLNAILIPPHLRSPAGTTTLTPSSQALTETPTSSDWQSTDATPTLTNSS
* = called active by the depositor; i = inactive; / = not tested or not shown. Not all compounds are listed; the hit share may differ from the screen's.

smiles | KCNK9 inh | hERG protect | KCNQ1 inh | KCNQ1 act | PolyA inh | DYRK1A inh | KCNK3 inh | RGS4 pot | GSK3B inh | RGS4 block | GSK3 alpha inh
CCOC(=O)c1cnn(CCOC(=O)Cc2cccs2)c1NC(=O)Cc1cccs1 | i | -8 | i | i | i | -6 | i | i | 0 | i | -2
CC(c1ccccc1F)n1cc(C(=O)NCCCc2nc3ccccc3[nH]2)nn1 (stereo not drawn) | i | -4 | i | i | i | 1 | i | i | -1 | i | 1
COCCNC(=O)c1cc2cc3ccc(OC)cc3nc2o1 | i | -4 | i | i | i | 58* | i | i | 1 | i | 0
CC(=O)NCCOc1nc(N(C)C)nc(N2CCOCC2)n1 | i | -8 | i | i | i | -3 | i | i | 6 | i | -2
C=CCn1c(SCc2ccccc2F)nc2cc(C(=O)O)ccc2c1=O | i | -4 | i | i | i | 14 | i | i | 1 | i | 4
C/C(=N\NC(=O)CC(C)C)c1ccc(Cl)c(Cl)c1 | i | -8 | i | i | i | 4 | i | i | 0 | i | -1
CS(=O)(=O)Cc1cc(N2CCCC2)nc(-c2ccccc2)n1 | i | -6 | i | i | i | 1 | i | i | 1 | i | -6
Cc1cc(=O)[nH]c(-c2ccccc2)n1 | i | -2 | i | i | i | 0 | i | i | 0 | i | -1

Single records, as listed above. Screens in order: KCNK9 inh, hERG protect, KCNQ1 inh, KCNQ1 act, PolyA inh, DYRK1A inh, KCNK3 inh, RGS4 pot, GSK3B inh, RGS4 block, GSK3 alpha inh
Results for `CC(c1ccccc1F)n1cc(C(=O)NCCCc2nc3ccccc3[nH]2)nn1` (stereo not drawn) = i, -4, i, i, i, 1, i, i, -1, i, 1
Results for `CC(=O)NCCOc1nc(N(C)C)nc(N2CCOCC2)n1` = i, -8, i, i, i, -3, i, i, 6, i, -2
Results for `C=CCn1c(SCc2ccccc2F)nc2cc(C(=O)O)ccc2c1=O` = i, -4, i, i, i, 14, i, i, 1, i, 4
Results for `COCCNC(=O)c1cc2cc3ccc(OC)cc3nc2o1` = i, -4, i, i, i, 58*, i, i, 1, i, 0
Results for `CCOC(=O)c1cnn(CCOC(=O)Cc2cccs2)c1NC(=O)Cc1cccs1` = i, -8, i, i, i, -6, i, i, 0, i, -2

Continued:
smiles | KCNK9 inh | hERG protect | KCNQ1 inh | KCNQ1 act | PolyA inh | DYRK1A inh | KCNK3 inh | RGS4 pot | GSK3B inh | RGS4 block | GSK3 alpha inh
O=C(NC(=S)Nc1ccccc1[N+](=O)[O-])c1ccccc1 | i | -3 | i | i | i | 4 | i | i | 2 | i | 0
CC(C)CC1NC2(C(=O)N(C)c3ccccc32)C2C(=O)N(C(C)C)C(=O)C12 (stereo not drawn) | i | -13 | i | i | i | 0 | i | i | 3 | i | -1
COc1ccccc1/C=N\N=C(\N)c1ccccn1 | i | -9 | i | i | i | -4 | i | i | 0 | i | -1
CCCSCCCNC(=O)CC1Oc2ccccc2NC1=O (stereo not drawn) | i | -1 | i | i | i | 11 | i | i | 4 | i | 0
CCCc1cc(=O)oc2cc(OCc3ccc(C(=O)O)o3)ccc12 | i | 0 | i | i | i | 1 | i | i | -1 | i | -2
O=C1c2cccnc2C(=O)N1c1cccc([N+](=O)[O-])c1 | i | -4 | i | i | i | -1 | i | i | -3 | i | -5
COc1ccc(C(=O)/C=C/Nc2cc(C)on2)c(OC)c1 | i | -11 | i | i | i | 5 | i | i | 0 | i | -1
CSc1sc(C(=O)NNC(=O)c2ccc(Cl)cc2)c2c1C=CCC2 | i | -9 | i | i | i | -2 | i | i | 5 | i | -2
Cc1ccc2nc(-c3ccncc3)cc(C(=O)Nc3ccc(F)cc3C)c2c1 | i | -18 | i | i | i | -7 | i | i | -1 | i | -1
Cc1ccc(C(=O)c2ccccc2C(=O)Nc2ccccc2)cc1 | i | -12 | i | i | i | -2 | i | i | -2 | i | 1
Cc1c(CC(=O)O)c(=O)oc2cc(OCc3ccc(F)cc3Cl)ccc12 | i | -9 | i | i | i | -3 | i | i | -2 | i | -1
CC(NC(=O)C(NS(=O)(=O)c1cccc2nsnc12)C(C)C)c1ccccc1 (stereo not drawn) | i | -4 | i | i | i | 1 | i | i | 0 | i | -1
COCCn1c(SCc2c(F)cccc2Cl)nc2c1c(=O)[nH]c(=O)n2C | i | -9 | i | i | i | 3 | i | i | 0 | i | 1
CC(C)C(=O)N1CCN(S(=O)(=O)c2ccc3ccccc3c2)CC1 | i | -10 | i | i | i | -1 | i | i | / | i | -2
CN1CCN(S(=O)(=O)c2ccc(NC(=O)c3cccs3)cc2)CC1 | i | -4 | i | i | i | 0 | i | i | 2 | i | -1
O=c1c2cc(N3CCOCC3)ccc2[nH]c(=S)n1Cc1cccc(Cl)c1 | i | -6 | i | i | i | 4 | i | i | 2 | i | 0
CCOC(=O)C1=C(c2ccccc2)NC(=O)N(C(C)=O)C1c1cccc([N+](=O)[O-])c1 (stereo not drawn) | i | -1 | i | i | i | 0 | i | i | 2 | i | /
Cc1cc(C)c(S(=O)(=O)N2CCCCC2C(=O)O)c(C)c1 (stereo not drawn) | i | -12 | i | i | i | -5 | i | i | 4 | i | -5
Cc1ccc(C)n1-c1ccc(N2CCOCC2)c(Br)c1 | i | -12 | i | i | i | -5 | i | i | -1 | i | 0
COc1ccc(NC(=O)CN(Cc2ccccc2)Cc2ccccc2)cc1S(N)(=O)=O | i | -10 | i | i | i | -7 | i | i | -3 | i | -3
COC(=O)c1ccc(NC(=O)CSc2nnc(-c3ccncc3)n2C)cc1 | i | -7 | i | i | i | 1 | i | i | 2 | i | 0
Cc1ccccc1CSc1n[nH]c(NS(=O)(=O)c2ccccc2)n1 | i | -16 | i | i | i | 4 | i | i | 2 | i | -2
CCCCNC(=O)CC1N=C2c3ccccc3N=C(SCC(=O)Nc3ccc(OC)cc3)N2C1=O (stereo not drawn) | i | -7 | i | i | i | -3 | i | i | 1 | i | 1
COc1ccc(N2C(=O)CSC23C(=O)Nc2ccccc23)cc1 (stereo not drawn) | i | -9 | i | i | i | 2 | i | i | 1 | i | 0
O=C(Cn1nnc2c(cnn2-c2ccccc2)c1=O)N1CCN(c2ccccc2F)CC1 | i | -3 | i | i | i | 1 | i | i | 1 | i | -2
COc1ccc(/C=N/Nc2snc(SC)c2C#N)cc1OC | i | -5 | i | i | i | -3 | i | i | -2 | i | 1
CC1CCCCN1CC(=O)c1c(N)n(Cc2ccccc2)c(=O)n(C)c1=O (stereo not drawn) | i | -6 | i | i | / | -1 | i | i | 4 | i | -1
O=C(O)CCC(=O)Nc1ccc2c(c1)Cc1cc(NC(=O)CCC(=O)O)ccc1-2 | i | -8 | i | i | / | -1 | i | i | -3 | i | 0
O=C(NCc1ccccc1)c1ccc2c(=O)[nH]c3c(C(=O)NCC4CCCO4)sc(=S)n3c2c1 (stereo not drawn) | i | -20 | 8* | i | i | / | i | i | -7 | i | 26
CCCN(CCC)S(=O)(=O)c1cc(CN2C(=O)c3cccnc3C2=O)ccc1OC | i | -6 | i | i | i | 1 | i | i | 2 | i | -1
CCOC(=O)/C(C#N)=C/NC(=O)NC(C)(C)C | i | 2 | i | i | i | 0 | i | i | 2 | i | -4
COC(=O)CN1C(=O)[C@H]2[C@@H](c3ccc(C)o3)N3C(=O)CN(Cc4ccc(-c5ccccc5)cc4)C(=O)[C@@]3(C)[C@H]2C1=O | i | -1 | i | i | i | -13 | i | i | -1 | i | -3
COc1ccc(-c2cc(C(=O)OCC(=O)NC(C)C)c3ccccc3n2)cc1 | i | -5 | i | i | i | / | i | i | -3 | i | -1
CCNS(=O)(=O)c1ccc(NC(=O)Cn2nc(C(F)(F)F)cc2C)cc1 | i | -5 | i | i | i | 3 | i | i | 3 | i | /
CC(C)C(=O)N1CCN(c2ccc(NC(=O)c3ccc(Br)o3)cc2)CC1 | i | -7 | i | i | i | 14 | i | i | -1 | i | -26
Cc1ccccc1N(CC(=O)N1CCc2ccccc2C1)S(C)(=O)=O | i | -15 | i | i | i | 10 | i | i | -1 | i | -1
CC(=O)Oc1ccc(-c2cccc(C(=O)OCC(=O)N(C)c3ccccc3)c2)cc1 | i | -6 | i | i | i | 0 | i | i | 4 | i | -3
Cc1ccc(-n2c(Cc3cccn3C)nnc2SCC(=O)Nc2ccc3c(c2)OCO3)cc1 | i | -6 | i | i | i | 4 | i | i | / | i | -3
CCOC(=O)c1c(N)nn(C(=O)C(C)C)c1-c1ccccc1 | i | -6 | i | i | i | 3 | i | i | -4 | i | -3
COc1ccc(C(=O)NC2CC2)cc1OC1CCN(Cc2cnn(C)c2C)CC1 | i | -2 | i | i | i | 11 | i | i | 2 | i | 5
Cc1nnsc1NC(=O)OCc1ccccc1Cl | i | -7 | i | i | i | 5 | i | i | 2 | i | 3
Cc1ccc(N(Cc2cc3ccc(C)cc3[nH]c2=O)C(=O)c2cccs2)cc1 | i | -9 | i | i | i | / | / | i | 0 | i | 0
Cc1cc(C)c(C#N)c(SCc2ccccc2F)n1 | i | 0 | i | i | i | -7 | i | i | -2 | i | -4
O=C(c1ccccc1Oc1ccc([N+](=O)[O-])cc1)N1CCOCC1 | i | -7 | i | i | i | -2 | i | i | 0 | i | -1
CS(=O)Cc1cc(Oc2ccccc2)nc(-c2ccncc2)n1 (stereo not drawn) | i | -7 | i | i | i | 0 | i | i | -5 | i | 8
CCOC(=O)c1ccc(NC(=O)c2nc[nH]c2C(=O)N2CCN(c3ccccc3)CC2)cc1 | i | -3 | i | i | i | 8 | i | i | -1 | i | -2
Cc1nc(C(=O)NC2CCOCC2)sc1C1(C)CC(c2cccc([N+](=O)[O-])c2)=NO1 (stereo not drawn) | i | -5 | i | i | i | -2 | i | i | -1 | i | -1
O=C(NCc1nc2ccccc2[nH]1)C1=C[C@H](C2CC2)C[C@H](OCCCCO)O1 | i | -4 | i | i | i | / | i | i | 1 | i | 3
Cc1ccc(/C=C/S(=O)(=O)NCC(=O)OCC(=O)Nc2c(F)cccc2F)cc1 | i | -10 | i | i | i | 14 | i | i | -2 | i | -1
O=C(Oc1ccccc1N1C(=O)C2CC=CCC2C1=O)c1ccc(Br)cc1 (stereo not drawn) | i | -15 | i | i | i | -1 | i | i | -1 | i | -2
O=c1[nH]c(N/N=C/c2ccccc2Br)nnc1-c1ccccc1 | i | -10 | i | i | i | -2 | i | i | -3 | i | -3
